# LEDGF integ inh = blocks HIV-1 LEDGF/p75-dependent DNA integration; AID 743269; TR-FRET IN-LEDGF/p75 DNA integration, Eu/Cy5; inhibition, % at 3.7 µM; 370,000 tested, 0.64% active;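 active = inhibition above the screen-wide mean plus 3 SD, cut at about 13% in these data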;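 note: signal is the Cy5 over europium emission ratio at 671 and 618 nm; 0% = plate median of compound wells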
# HTRA1 inh = inhibitors of human serine peptidase HTRA1; recombinant HTRA1, FP-rhodamine activity-based probe, fluorescence polarization; inhibition, % at 5.96 µM; 340,000 tested, 0.5% active; in the data active = inhibition above about 36%;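 note: 0% = enzyme with DMSO and 100% = wells lacking enzyme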
# Target sequence (Q92743 whole entry, looked up): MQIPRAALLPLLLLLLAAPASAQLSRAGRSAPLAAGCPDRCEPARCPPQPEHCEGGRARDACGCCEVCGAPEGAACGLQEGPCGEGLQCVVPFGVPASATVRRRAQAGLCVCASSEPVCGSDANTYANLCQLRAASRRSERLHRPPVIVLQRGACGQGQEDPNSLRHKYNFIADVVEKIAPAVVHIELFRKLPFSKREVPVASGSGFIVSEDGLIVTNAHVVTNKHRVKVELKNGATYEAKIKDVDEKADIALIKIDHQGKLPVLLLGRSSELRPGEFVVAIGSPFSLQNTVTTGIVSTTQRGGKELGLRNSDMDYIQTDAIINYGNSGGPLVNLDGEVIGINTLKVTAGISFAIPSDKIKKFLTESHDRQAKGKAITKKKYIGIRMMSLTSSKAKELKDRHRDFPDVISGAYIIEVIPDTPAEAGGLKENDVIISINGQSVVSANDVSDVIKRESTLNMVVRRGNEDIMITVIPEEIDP
# TDP2 absorb = TDP2 (human) inhibition, absorbance primary screen; O95551; recombinant TDP2, T5PNP hydrolysis, p-nitrophenol absorbance 415 nm; inhibition, % at 12.8 µM; 370,000 tested, 0.34% active; AID 720702;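 active = inhibition above the mean of all tested compounds plus 3 SD, set per campaign, cut at about 25% in these data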;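 note: 0% = DMSO with enzyme and 100% = buffer with substrate but no TDP2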
#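 Test system: human TDP2 enzyme; Input: 120 nM TDP2 per well; Buffer or medium: Mg2+-containing Tris-HCl buffer, pH 7.5; Reagent: 5 mM T5PNP; Dosing: 12.8 µM single point, 1% DMSO; Incubation: reaction 2 h, 37 °C; Detection: p-Nitrophenol epi absorbance; Read-out: % inhibition relative to enzyme-containing and enzyme-free wells; Replicates: single well per compound.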
# SIAE primary = human SIAE inhibition, primary screen | Q9HAT2 | SIAE FP-Rh probe binding, fluorescence polarization | inhibition, % at 9.66 µM | 370,000 tested, 0.69% active | AID 1053197;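 active = inhibition above a cutoff: mean of compounds within the control limits plus 3 SD of those, cut at about 17% in these data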;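 note: 0% = plate median of compound wells and 100% = probe without SIAE protein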
# Target sequence (Q9HAT2 whole entry, looked up): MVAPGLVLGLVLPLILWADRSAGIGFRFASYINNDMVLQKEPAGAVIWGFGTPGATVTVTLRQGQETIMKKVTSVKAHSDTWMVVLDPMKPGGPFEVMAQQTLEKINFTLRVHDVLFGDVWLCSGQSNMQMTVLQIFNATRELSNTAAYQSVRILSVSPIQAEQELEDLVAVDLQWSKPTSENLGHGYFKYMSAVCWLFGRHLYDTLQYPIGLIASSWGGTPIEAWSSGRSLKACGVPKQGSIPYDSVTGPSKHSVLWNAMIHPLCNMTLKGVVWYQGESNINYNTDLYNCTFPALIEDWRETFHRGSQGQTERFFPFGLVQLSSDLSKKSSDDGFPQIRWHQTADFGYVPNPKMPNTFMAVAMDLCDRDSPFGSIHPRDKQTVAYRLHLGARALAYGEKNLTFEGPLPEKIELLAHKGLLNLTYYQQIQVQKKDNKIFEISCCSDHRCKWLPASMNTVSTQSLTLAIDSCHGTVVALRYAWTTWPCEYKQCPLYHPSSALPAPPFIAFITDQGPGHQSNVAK
# rCAG binder = r(CAG) repeat RNA binding; TO-PRO-1 dye displacement fluorescence; inhibition, % at 3 µM; 370,000 tested, 1.3% active; AID 651821;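 active = inhibition above the plate cutoff, the mean of all test compounds on that plate plus 3 SD, cut at about 35% in these data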;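 note: 0% = DMSO alone and 100% = 100 µM mitoxantrone as full dye displacement; higher means more dye released from RNA so lower well fluorescence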
# PRMT1 inh = PRMT1 (human) inhibition, primary screen; recombinant PRMT1, activity-based probe fluorescence polarization; inhibition, % at 2.79 µM; Q99873; 370,000 tested, 1.3% active;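 active = inhibition above about 21% made by adding two undisclosed values, limit read from the data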
# MBD2 inh = inhibitors of human MBD2 binding to methylated oligonucleotide; inhibition, % at 4.4 µM; 370,000 tested, 0.31% active; AID 686964; Q9UBB5; TR-FRET; in the data active = inhibition above about 13%
# ABHD4 inh = ABHD4 (mouse) inhibition, primary FP screen. purified mABHD4, FP-Rh probe fluorescence polarization. inhibition, % at 8.92 µM. 370,000 tested, 0.54% active. AID 720543;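 active = inhibition exceeding the mean over every tested compound plus 3 SD, cut at about 30% in these data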;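 note: 0% = plate median of compound wells and 100% = S159A mutant with DMSO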
#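 Test system: mABHD4 protein; Read-out basis: % inhibition; Incubation: 45 min + 60 min at 25 °C; Repeats: single replicate; Technique: fluorescence polarization with parallel and perpendicular emission, 525/598 nm; Compound: 8.92 µM, single dose; Benchmarks: full inhibition S159A mutant plus DMSO, zero as sample-well median.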
# TCR-CD3 inh = blocks the human TCR-CD3 interaction; 360,000 tested, 0.37% active; TAMRA-labeled TCR probe fluorescence, biochemical; inhibition, % at 9.4 µM; in the data active = inhibition above about 19%;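 note: recombinant mutant TCR 2C K166C tagged with TAMRA read by polarization; 0% = receptor in buffer alone and 100% = receptor with positive control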
# GC-B act = GC-B (human) receptor activation. P20594. HEK293-GC-B cells, CNP EC30, cGMP TR-FRET; 0% at EC30 CNP, 100% saturating CNP. activation, % at 10 µM. 370,000 tested, 0.11% active;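 active = activation at 10 µM reaching about 35% in either raw or pattern-adjusted values, limit read from the data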
# * marks the source's active call; other numbers are inactive results; · = no result given. An excerpt. The share of hits here may be higher or lower than overall.
1	O=C(NCC(c1ccco1)N1CCc2ccccc21)c1ccc([N+](=O)[O-])cc1 (stereo not given)
2	COc1ccccc1C1C(C#N)=C(N)N(c2cccnc2)C2=C1C(=O)CC(C)(C)C2 (stereo not given)
3	Cc1ccn(CCC(=O)N2CCCC(CCC(=O)N3CCN(c4ccccn4)CC3)C2)n1 (stereo not given)
4	c1ccc(-n2nnc3c(N4CCOCC4)ncnc32)cc1
5	O=C(N/N=C/c1ccc(OC(=O)c2cccs2)cc1)c1ccc(F)cc1
6	Cn1c(=O)c2c(nc(CN3CCN(c4ccccc4)CC3)n2Cc2ccccc2Cl)n(C)c1=O
7	Cc1ccc(OCC(=O)Nc2ccc(CN3CCOCC3)cc2)cc1
8	COC(=O)CSc1nnc(-c2cccnc2)n1-c1cc(OC)cc(OC)c1
9	Cn1nnnc1SCC(=O)Nc1cc(C(F)(F)F)ccc1N1CCOCC1
10	c1ccc(-c2nnsc2-c2ncc[nH]2)cc1
assay / compound	1	2	3	4	5	6	7	8	9	10
LEDGF integ inh	-1.8	-3.3	1.2	-0.5	1.6	2.7	-4.8	0.1	2.9	-6.6
HTRA1 inh	2.6	6.6	-0.4	0.8	2.7	-5.1	2.4	2.9	3.2	6.7
TDP2 absorb	3.2	6.1	-3.0	-9.9	-6.2	5.2	-9.9	-15.5	2.1	9.7
SIAE primary	8.3	6.0	5.3	1.9	-4.3	16.3	-1.7	6.6	1.8	0.3
rCAG binder	-1.1	-6.9	-8.1	-0.7	3.5	-1.8	-9.5	-1.4	-4.3	-0.4
PRMT1 inh	-1.0	-2.0	-1.5	4.5	-1.4	2.5	5.1	-0.6	3.6	-2.4
MBD2 inh	-3.6	-0.8	2.6	-0.7	0.8	0.2	-4.5	-5.0	3.5	-0.4
ABHD4 inh	8.7	2.1	0.3	-4.2	-1.3	4.3	-7.5	-0.8	-3.7	1.8
TCR-CD3 inh	5.0	4.0	3.8	1.0	-5.3	-4.0	0.1	3.7	-5.8	-0.5
GC-B act	-3.8	1.7	0.7	-2.9	-0.9	1.1	6.3	-1.2	0.4	2.2

11	OC[C@@H]1CN(Cc2cccs2)C[C@H](n2cnc3c(NCc4ccco4)ncnc32)O1
12	Fc1ccc(/C=N/Nc2nn[nH]n2)cc1
13	O=C(CCS(=O)(=O)c1ccc(Br)cc1)NCCC1=CCCCC1
14	Nc1ccc(C(=O)Nc2ccc(OC(F)(F)C(F)F)c(NC(=O)c3ccc(N)cc3)c2)cc1
15	CC(=O)NCC(=O)N1CCCC(C(=O)c2ccc(-c3ccccc3)c(F)c2)C1 (stereo not given)
16	CC(=O)Nc1ccc2c(c1)C(=O)N(c1ccc(C)cc1)C2=O
17	O=C(NCCN1CCOCC1)/C(=C\c1ccccc1Cl)NC(=O)c1ccccc1
18	CC/C(=N\Nc1nncc2ccccc12)c1ccc(F)cc1
19	CCCOc1ccc(C(=O)NCCC(=O)NCCCC(=O)OCC)cc1
20	C[C@H]1CN([C@@H](C)CO)C(=O)CCCn2cc(nn2)CO[C@@H]1CN(C)S(=O)(=O)c1ccc(Cl)cc1
assay / compound	11	12	13	14	15	16	17	18	19	20
LEDGF integ inh	-0.9	2.9	-2.0	-1.2	1.1	2.3	1.4	2.4	-0.8	-2.3
HTRA1 inh	·	-2.7	-2.2	-4.9	2.7	2.9	-1.8	-4.7	-0.7	1.0
TDP2 absorb	8.1	-3.4	7.2	6.6	-15.3	16.4	11.6	2.8	1.2	-0.3
SIAE primary	-2.9	2.2	-3.6	-1.8	-1.3	3.3	-3.2	3.3	-4.2	1.8
rCAG binder	3.8	-1.3	-2.0	5.8	-8.4	2.2	-0.6	-1.2	-6.3	-0.5
PRMT1 inh	3.0	0.8	1.6	-2.4	-0.1	1.1	-2.6	9.9	2.8	1.3
MBD2 inh	5.4	7.3	1.8	4.2	-1.9	-4.6	2.4	-3.3	5.5	-6.6
ABHD4 inh	8.9	-0.1	-0.2	0.3	-0.2	-0.5	2.8	0.5	-3.2	-1.0
TCR-CD3 inh	-3.3	1.7	-5.1	-4.8	5.2	-0.6	-5.7	-1.4	-2.6	0.7
GC-B act	1.5	-2.1	1.4	5.6	2.2	-6.6	0.5	-2.2	4.0	1.8

21	CCCCN1C(=S)NC[C@@H]1c1ccccc1
22	Cc1cc(C)c2nc(N3CCC(C(=O)N4CCCC4)CC3)sc2c1
23	C/C(=N/NC(=O)c1sc(NS(=O)(=O)c2ccccc2)nc1C)c1sc(N)nc1C
24	CCC(CO)N=C1CC(C)(C)CC(=O)/C1=C(/O)CCCN1C(=O)c2ccccc2C1=O (stereo not given)
25	CN1CCN(Cc2c(O)c(Cl)cc3c(-c4ccccc4)cc(=O)oc23)CC1
26	Cc1ccc(NC(=O)c2c(C)nc3sc(C(=O)NC4CCCC4)c(N)c3c2-c2ccco2)c(C)c1
27	CCCCN=CC1=C(O)CC(c2ccccc2)CC1=O (stereo not given)
28	COc1ccc(N2CCN(C(=O)c3cc4c(s3)-c3ccccc3S(=O)(=O)C4)CC2)cc1
29	CC(=O)NCCNC(=O)c1ccc(NC2=NC3CS(=O)(=O)CC3S2)cc1 (stereo not given)
30	COc1ccc(CCNC(=O)c2ccc([N+](=O)[O-])cc2Cl)cc1OC
assay / compound	21	22	23	24	25	26	27	28	29	30
LEDGF integ inh	-3.8	-0.7	2.2	0.9	-0.3	3.3	-0.2	0.7	1.9	-1.8
HTRA1 inh	7.9	-9.8	-0.6	-0.2	-1.4	-2.6	-5.7	1.0	7.5	7.2
TDP2 absorb	-0.8	-1.4	15.0	6.1	6.5	1.7	10.7	10.2	7.1	1.9
SIAE primary	-0.8	3.7	10.5	3.0	-1.5	3.5	-4.0	9.7	6.0	-2.4
rCAG binder	-3.6	-3.1	79.0*	-8.6	-0.4	3.6	-4.0	0.9	-2.6	-5.8
PRMT1 inh	-2.2	1.5	0.9	5.1	-4.7	9.5	3.6	-1.7	-0.9	6.7
MBD2 inh	3.1	0.6	-1.5	3.5	-4.5	2.5	-4.3	4.8	3.9	4.2
ABHD4 inh	0.1	-0.8	11.8	-1.4	5.0	3.4	5.1	0.1	-1.4	2.5
TCR-CD3 inh	5.9	0.6	-2.3	-3.0	7.0	-4.2	2.6	8.9	5.7	-4.2
GC-B act	-4.6	3.4	4.8	-0.8	1.5	4.3	-1.3	1.7	0.3	1.1

31	COC(=O)c1ccccc1NC(=O)c1sc(Cl)nc1C
32	Cc1ccc(SCc2ccc(C(=O)NCc3ccncc3)cc2)cc1
33	COc1ccc(N=C2CC(C)(C)CC(=O)/C2=C(/O)c2ccccc2)cc1
34	COc1cc2c(cc1OC)-c1nnnn1C(C)(C)C2
35	Cc1sc2nc(C)n(/N=C/c3ccc(O)cc3)c(=O)c2c1C
36	CCN1CCN(C(C)C(=O)NC2CCCCC2)CC1 (stereo not given)
37	NS(=O)(=O)c1ccc(CCNC(=O)C2CCCCC2)cc1
38	Cc1ccc(NC(=O)Cc2ccc3c(c2)CCCC3)cc1C
39	CC12CCC3c4ccc(O)c([N+](=O)[O-])c4CCC3C1CCC2=O (stereo not given)
40	CC1CCCCC12NC(=O)N(CC(=O)NCc1ccccc1Cl)C2=O (stereo not given)
assay / compound	31	32	33	34	35	36	37	38	39	40
LEDGF integ inh	-1.3	-2.9	2.1	-3.8	0.4	7.4	1.9	0.0	1.4	2.7
HTRA1 inh	-4.1	-0.5	-4.9	-0.7	-1.4	2.4	5.6	-15.4	-2.6	2.7
TDP2 absorb	-4.6	-9.5	7.4	6.2	9.6	26.9*	-7.7	0.7	-18.4	-2.0
SIAE primary	-1.2	-1.9	-1.5	4.4	-10.8	4.8	4.7	2.9	-5.0	-8.6
rCAG binder	-0.5	-3.9	-9.6	-3.2	2.0	0.1	0.2	1.1	3.1	0.9
PRMT1 inh	2.2	1.0	-2.3	1.5	2.8	0.6	-1.1	-0.6	-3.0	1.4
MBD2 inh	-5.0	2.1	2.2	-1.1	-6.3	-0.3	-0.7	-2.3	-1.4	0.3
ABHD4 inh	17.2	5.5	2.1	-2.4	2.9	8.1	-2.2	-27.3	7.1	0.3
TCR-CD3 inh	1.8	-5.5	-1.6	3.2	3.7	7.1	1.9	3.2	-7.1	6.6
GC-B act	5.9	-3.1	2.8	4.0	1.8	-0.1	4.2	-6.7	2.5	1.1

# A different layout for some results above.
(35) Cc1sc2nc(C)n(/N=C/c3ccc(O)cc3)c(=O)c2c1C
  LEDGF integ inh: 0.4	HTRA1 inh: -1.4	TDP2 absorb: 9.6	SIAE primary: -10.8	rCAG binder: 2.0	PRMT1 inh: 2.8	MBD2 inh: -6.3	ABHD4 inh: 2.9	TCR-CD3 inh: 3.7	GC-B act: 1.8

(36) CCN1CCN(C(C)C(=O)NC2CCCCC2)CC1 (stereo not given)
  LEDGF integ inh: 7.4	HTRA1 inh: 2.4	TDP2 absorb: 26.9*	SIAE primary: 4.8	rCAG binder: 0.1	PRMT1 inh: 0.6	MBD2 inh: -0.3	ABHD4 inh: 8.1	TCR-CD3 inh: 7.1	GC-B act: -0.1

(37) NS(=O)(=O)c1ccc(CCNC(=O)C2CCCCC2)cc1
  LEDGF integ inh: 1.9	HTRA1 inh: 5.6	TDP2 absorb: -7.7	SIAE primary: 4.7	rCAG binder: 0.2	PRMT1 inh: -1.1	MBD2 inh: -0.7	ABHD4 inh: -2.2	TCR-CD3 inh: 1.9	GC-B act: 4.2

# (more compounds)
41	COc1ccc(-c2[nH]c(-c3ccc(F)cc3)nc2SCC(=O)NCc2ccco2)cc1OC
42	COc1ccccc1NC(=O)Nc1ccc2c(c1)nnn2C
43	CCNC(=O)COc1ccc(-c2ccccc2)cc1
44	COc1ccc(CC(=O)N2CCN(c3ccccc3F)CC2)cc1OC
45	COc1ccc2cc(C(C)C(=O)N3CCC(C)CC3)ccc2c1 (stereo not given)
46	CC1CC(C)CN(CC(=O)N2CCCc3c2c(=O)oc2ccc(OCc4ccccc4)cc32)C1 (stereo not given)
47	CCCOc1ccc(NC(=O)CC2C(=O)N(CC)C(=S)N2CCCN2CCN(Cc3ccccc3)CC2)cc1 (stereo not given)
48	Cc1nnc(SCC(=O)Nc2ccccc2)n1CCc1ccccc1
49	Cc1ccc(CNC(=O)c2ccc(S(=O)(=O)N3CCCC3)cc2)cc1
assay / compound	41	42	43	44	45	46	47	48	49
LEDGF integ inh	0.3	-2.3	7.7	3.8	0.8	1.6	-0.7	0.5	2.6
HTRA1 inh	-4.0	-3.6	7.7	2.7	-0.5	-54.1	-8.5	-5.1	-2.2
TDP2 absorb	-13.4	0.7	-11.3	-6.0	1.1	-1.1	-3.7	6.8	0.2
SIAE primary	9.1	-4.2	-6.5	-0.1	2.0	-3.0	-4.9	-6.1	-3.3
rCAG binder	10.0	2.1	5.3	-6.9	-7.4	2.2	-1.2	-6.4	0.4
PRMT1 inh	8.6	-1.6	-4.4	1.9	1.7	-1.9	-0.9	1.5	2.0
MBD2 inh	-4.7	-0.4	2.7	-4.2	3.9	1.5	0.3	10.8	-4.9
ABHD4 inh	1.8	-3.6	-9.7	-1.3	0.0	4.8	6.6	3.3	-1.6
TCR-CD3 inh	-0.4	5.5	-0.9	8.6	1.1	-3.4	5.3	-2.8	4.9
GC-B act	-2.8	2.6	-1.6	-4.9	1.9	-1.4	-7.2	-3.5	-5.4
